PfHsp90 set2: reduces growth (ATP signal) of yeast expressing P. falciparum Hsp90; S. cerevisiae expressing PfHsp90, BacTiter-Glo ATP, 48 h; yeast lacking PDR1 and PDR3 efflux regulators; inhibition, % at 9.4 µM; 310,000 compounds, 0.32% hits; AID 504621;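 active = every replicate shows inhibition above about 80%, whatever the replicate mean, limit read from the data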;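 note: 0% = DMSO neutral controls and 100% = 20 µM radicicol positive controls; yeast relying on Plasmodium falciparum Hsp90 in place of its own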
Wnt act: activators of Wnt/beta-catenin signaling; Wnt/beta-catenin reporter cell assay, activator, plate reader; activation, % at 9.35 µM; 300,000 compounds, 1.2% hits; in the data active = activation above about 30%, passing the limit was not always enough;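 note: 0% = neutral control wells and 100% = positive control wells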
DAGLB inhibitor: blocks human DAGLB lipase activity; 340,000 compounds, 0.059% hits; inhibition, % at 5.17 µM; Q8NCG7; HEK293T DAGLB membrane lysate, EnzChek fluorogenic substrate; in the data active = inhibition above about 34%;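 note: 0% = enzyme with vehicle and 100% = wells lacking enzyme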
CAL PDZ inh: blocks peptide binding to human CAL PDZ domain. Q9HD26. purified CAL PDZ, TMR-peptide fluorescence polarization, 1 h. inhibition, % at 20 µM. 330,000 compounds, 0.02% hits. AID 504414;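 active = highest replicate inhibition of at least 40%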;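 note: plate controls were DMSO neutral control wells for no effect and unlabeled competitor peptide control wells for full effect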
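Material: tagged CAL PDZ protein CerCALP, purified; buffer or medium: sodium phosphate/NaCl buffer pH 7.4 with TCEP, IgG, Thesit; also added: fluorescent TMR peptide probe; schedule: 1 h incubation at room temperature before polarization reading; technique: fluorescence polarization from S- and P-plane intensities, G-factor corrected; control set: unlabelled peptide and DMSO controls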
phage Ecoli inh: E. coli growth loss with phage present. growth absorbance. inhibition, % at 11.9 µM. 360,000 compounds, 0.26% hits. AID 651602; in the data active = inhibition above about 11%
PvdQ inh: blocks Pseudomonas aeruginosa PvdQ acylase activity; purified PvdQ acylase, fluorescence plate reader; inhibition, % at 10 µM; 340,000 compounds, 0.063% hits; AID 488965; in the data active = inhibition above about 30%, passing the limit was not always enough;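 note: 0% = vehicle neutral wells and 100% = reference inhibitor wells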
Tat transport: E. coli Tat transport inhibition; E. coli MC4100 TorA-mCherry Tat export, fluorescence; inhibition, % at 10 µM; 340,000 compounds, 0.036% hits; AID 488895;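 active = mean replicate inhibition at least 50% and at least half of replicates individually reaching 50%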;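 note: exported cargo escapes ClpAP degradation while cytoplasmic cargo is degraded and loses fluorescence; 0% = median of neutral control wells and 100% = median of NaSCN control wells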
E coli growth: bacterial growth inhibition, counter-screen for AddAB inhibitors; inhibition, % at 11.9 µM; AID 449728; E. coli V3065 growth, OD600 absorbance, 18 h; 330,000 compounds, 0.27% hits;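 active = inhibition above the campaign's mean inhibition across all tested compounds plus 3 SD, cut at about 9.9% in these data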;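 note: uninfected addAB+ strain grown without phage in ampicillin broth; 0% = DMSO wells and 100% = ciprofloxacin 0.95 µg/ml wells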
AddAB inh: less growth of phage-infected E. coli with AddAB; inhibition, % at 11.9 µM; E. coli expressing H. pylori AddAB, absorbance growth; 330,000 compounds, 0.29% hits; in the data active = inhibition above about 12%;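 note: 0% = vehicle wells of infected cells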
Rtt109 HAT inh: C. albicans Rtt109 histone acetyltransferase inhibition; Q5AAJ8; purified Rtt109/Vps75, ThioGlo CoA-SH fluorescence, 4 h; inhibition, % at 34.9 µM; 330,000 compounds, 0.16% hits; AID 540336;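 active = inhibition of at least 50% in every replicate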
Target sequence (Q5AAJ8 whole entry, looked up): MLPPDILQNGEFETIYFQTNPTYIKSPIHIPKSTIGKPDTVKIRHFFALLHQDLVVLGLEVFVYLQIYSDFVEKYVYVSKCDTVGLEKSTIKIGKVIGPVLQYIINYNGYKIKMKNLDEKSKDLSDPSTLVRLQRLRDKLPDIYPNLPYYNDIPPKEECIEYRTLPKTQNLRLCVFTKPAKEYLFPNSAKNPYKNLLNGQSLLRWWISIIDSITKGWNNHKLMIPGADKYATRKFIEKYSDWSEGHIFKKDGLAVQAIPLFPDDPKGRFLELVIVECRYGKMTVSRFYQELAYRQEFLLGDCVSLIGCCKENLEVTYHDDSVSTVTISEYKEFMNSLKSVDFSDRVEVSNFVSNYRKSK
* hit, by the source's call; / = not tested or not shown.

mol	PfHsp90 set2	Wnt act	DAGLB inhibitor	CAL PDZ inh	phage Ecoli inh	PvdQ inh	Tat transport	E coli growth	AddAB inh	Rtt109 HAT inh
CCc1nc2c(c(=O)c3ccccc3n2C)c(=O)n1C1CCCCCC1	23	-2	4	-5.9	1.2	1	-3	3.7	5.8	0
COc1cc(NC(=O)c2cc(Br)cc(C)c2OC)ccc1NC(=O)C(C)C	0	-3	-2	-0.4	0.5	1	-5	2.9	5.0	0
O=C1CSC(c2ccc(F)cc2)N1c1ccccc1F (stereo not drawn)	-10	0	2	-1.4	-2.6	-7	-6	-2.6	0.8	-7
O=C1NC2(CCCCC2)C(=O)N1/N=C/c1ccc(O)cc1O	2	/	3	-4.4	3.3	-9	-4	-0.8	0.8	2
CC(C)(C)c1nc(N)nc(=O)[nH]1	-7	3	-2	-1.5	4.3	15	-9	-3.5	0.8	5
Cc1nc2nc(SCc3nc4ccccc4[nH]3)[nH]c2cc1Br	/	2	/	/	2.1	/	/	1.1	-1.3	/
Cc1ccccc1C(=O)NC1CC2CCCC(C1)N2C(=O)Nc1ccccc1 (stereo not drawn)	-13	-2	0	-2.7	-0.8	-16	-9	-0.6	0.8	-8
COc1cc2c(c(OCC(=O)NC(C)C)c1)C(=O)O[C@@H](C)CCCC(=O)CCCCC2	-1	-2	-4	-1.0	2.5	0	12	0.9	-1.4	10
O=C(Cn1nnc(-c2ccc(Cl)cc2)n1)NC1CCS(=O)(=O)C1 (stereo not drawn)	-15	-1	0	-0.6	1.2	-2	18	0.5	3.6	-8
COc1ccc(CC(=O)OCC(=O)NNC(=O)c2ccccc2)cc1	-2	-4	-1	-0.6	0.1	2	-6	0.3	0.7	8
CC(NC(=O)Cc1ccccc1)c1ccc(F)cc1 (stereo not drawn)	0	0	1	-0.6	2.9	-24	-2	2.5	3.6	-5
CCc1nnc(NC(=O)C2(C)COC(c3ccc(OC)cc3)OC2)s1 (stereo not drawn)	-31	1	-2	0.2	3.0	2	5	0.8	2.3	10
O=C(NC1CCCC1)C1CCCN1C(=O)Oc1ccccc1 (stereo not drawn)	13	0	2	-0.6	2.1	3	4	3.2	-0.2	-5
Cc1sc2nc(C)n(/N=C/c3ccccc3O)c(=O)c2c1C	-8	/	-2	0.4	2.8	3	7	-3.3	2.3	-1
Cc1cc(=O)n2cn[nH]c2n1	-4	-3	-2	-0.2	4.2	-11	3	/	/	-2
CCOc1ccc(OCC(=O)Nc2cccc(S(=O)(=O)NC3=NCCC3)c2)cc1	4	14	-2	-2.4	1.5	0	-2	/	/	2
O=C(NCC(c1ccco1)N1CCCC1)c1cccc(S(=O)(=O)Nc2ccc(F)cc2)c1 (stereo not drawn)	-2	-2	3	-0.7	1.4	-9	7	-0.8	-0.6	1
CN(C)n1cccc1/C=C(\C#N)S(=O)(=O)c1ccc(Cl)cc1	15	0	/	-1.6	-2.5	-8	-1	-1.5	3.2	5
COc1ccc(C=NNC(=O)c2ccccc2NS(=O)(=O)c2cccs2)cc1O	-18	0	4	-0.5	3.1	-9	-15	0.9	-0.3	1
COc1cc2ccccc2cc1C(=O)Nc1sc2c(c1C(N)=O)CCN(C(C)C)C2	24	2	-2	-6.7	2.5	14	5	-3.2	1.1	45
Cc1ccc(N2C(=O)CC(Cc3cc(C)cc(C)c3)C2=O)cc1 (stereo not drawn)	/	2	-11	-0.7	-1.8	-14	5	-2.3	4.6	10
COc1cccc(C(=O)Nc2ccc3c(c2)C(=O)N(CC2CCCO2)C3=O)c1 (stereo not drawn)	-12	4	1	-4.0	0.6	-16	-8	-1.7	-0.4	2
CCCC(C(=O)NCc1ccco1)N(Cc1ccco1)C(=O)CNS(=O)(=O)c1ccccc1 (stereo not drawn)	-27	-1	1	-2.5	-0.5	-18	0	-0.6	5.3	3
O=C1CCC(=O)N1CC(=O)N1c2ccccc2Sc2ccccc21	-11	/	-4	-1.9	0.9	-16	-2	-1.7	0.1	3
Cc1cccc(N2CCN(C(=O)CCNS(=O)(=O)c3ccc4c(c3)oc(=O)n4C)CC2)c1C	3	-3	1	-3.1	1.7	2	-9	-2.1	2.1	3

By substructure: the compounds so far containing four or more nitrogen atoms
mol	PfHsp90 set2	Wnt act	DAGLB inhibitor	CAL PDZ inh	phage Ecoli inh	PvdQ inh	Tat transport	E coli growth	AddAB inh	Rtt109 HAT inh
CC(C)(C)c1nc(N)nc(=O)[nH]1	-7	3	-2	-1.5	4.3	15	-9	-3.5	0.8	5
Cc1nc2nc(SCc3nc4ccccc4[nH]3)[nH]c2cc1Br	/	2	/	/	2.1	/	/	1.1	-1.3	/
O=C(Cn1nnc(-c2ccc(Cl)cc2)n1)NC1CCS(=O)(=O)C1 (stereo not drawn)	-15	-1	0	-0.6	1.2	-2	18	0.5	3.6	-8
Cc1cc(=O)n2cn[nH]c2n1	-4	-3	-2	-0.2	4.2	-11	3	/	/	-2
Cc1cccc(N2CCN(C(=O)CCNS(=O)(=O)c3ccc4c(c3)oc(=O)n4C)CC2)c1C	3	-3	1	-3.1	1.7	2	-9	-2.1	2.1	3

Arranged by value in PfHsp90 set2 (highest first): some entries from above.
Structure,PfHsp90 set2
CN(C)n1cccc1/C=C(\C#N)S(=O)(=O)c1ccc(Cl)cc1,15
CC(NC(=O)Cc1ccccc1)c1ccc(F)cc1 (stereo not drawn),0
Cc1cc(=O)n2cn[nH]c2n1,-4

The results go on:
mol	PfHsp90 set2	Wnt act	DAGLB inhibitor	CAL PDZ inh	phage Ecoli inh	PvdQ inh	Tat transport	E coli growth	AddAB inh	Rtt109 HAT inh
CCc1ccc[n+](-c2nc3ccccc3nc2C(=C=[N-])C#N)c1	15	-2	5	0.2	2.7	-5	-4	1.4	-0.3	3
COc1cc(C(=O)OCc2cc(=O)oc3c(C)c(C)ccc23)ccc1OC(F)F	16	1	1	-2.1	1.2	-14	0	-1.1	1.6	0
COc1ccc(C(=O)C2CCCN(C(=O)c3c4c(nn3C)CCCC4)C2)cc1F (stereo not drawn)	-3	17	-1	-0.5	4.2	-6	-1	0.1	4.1	-1
CCCn1nnnc1NCc1ccc(SC)cc1	6	-1	0	-0.8	1.7	-5	-2	-1.9	1.0	-6
Cc1ccc(CCNC(=O)CCS(=O)(=O)Cc2ccc(C)cc2)cc1	8	3	3	-2.6	-0.2	-12	-4	-3.3	-1.2	3
Cc1ccc(S(=O)(=O)CCC(=O)Nc2cc(Cl)ccc2-n2cncn2)cc1	-2	-4	-3	-3.2	1.1	-1	-3	-1.6	-0.8	15
CCCN1CCC(NC(=O)Cc2ccccc2OC)CC1	-1	-1	-4	-0.5	1.0	-1	-1	-0.1	0.8	1
CCOC(=O)C1(Cc2ccc(Cl)cc2)CCN(C2CCC2)CC1	-1	5	-3	/	3.3	-25	2	-0.3	-0.1	-4
Cc1sc2ncn(CC(=O)N(CC(=O)NC3CCCC3)Cc3cccs3)c(=O)c2c1C	/	-4	2	-1.7	/	-8	2	0.9	0.9	-2
O=C(O)c1ccccc1C(=O)Nc1nc(-c2ccccc2)cs1	7	4	3	0.1	0.7	-12	-4	-0.7	0.3	10
Cc1c(N(C)C(=O)C23CC4CC(CC(C4)C2)C3)c(=O)n(-c2ccccc2)n1C	13	/	0	0.0	3.2	-22	-2	0.8	0.8	2
O=C(Nc1cccc(Cl)c1)Nc1ccccc1-n1ccnc1	-8	0	-1	-3.3	3.9	-13	4	-2.2	2.1	-6
C=CCn1c(=O)c(CCC(=O)Nc2ccc(N3CCOCC3)cc2)nc2cc(C(F)(F)F)ccc21	-13	3	0	0.2	2.0	11	-4	-1.3	2.7	11
Cc1ccc(Cl)cc1N1CCN(C2CCCCC2NS(=O)(=O)c2ccccc2)CC1 (stereo not drawn)	3	/	-1	-1.5	/	-16	12	2.1	3.7	0
C#CCOc1c(Cl)cc(/C=C2/C(=O)ON=C2C)cc1OCC	-19	-1	7	0.5	1.4	-14	8	-4.3	-2.6	5
CCc1nc2oc3ccccc3c(=O)c2c(=O)n1Cc1ccc(OC)cc1	-11	-1	2	-1.3	0.2	14	3	0.5	0.3	3
CCOc1ccccc1C(=O)NCCCCNC(=O)c1ccccc1OCC	-11	-1	0	-0.2	-0.1	-1	-5	-0.6	1.1	1
NS(=O)(=O)c1ccc(NC(=O)c2ccc(F)cc2F)c(NC(=O)c2ccc(F)cc2F)c1	-7	-1	-2	0.2	-0.8	-26	9	1.8	2.4	-2
Brc1cc(Cc2nnc(-c3ccccc3)o2)c(Br)s1	-14	1	-7	-1.0	2.2	1	-1	1.6	2.3	-3
O=[N+]([O-])/C(Cl)=C(/NCCO)C(Cl)=C(Cl)Cl	-22	-1	-2	-0.7	1.6	11	-3	/	/	21
Cc1cc(C)c(NC(=O)CSc2nc3ccncc3[nH]2)c(C)c1	14	-2	0	1.0	2.1	-1	8	-0.9	3.3	12
Cc1ccc(CN2CCN(Cc3nc4ccccc4nc3C)CC2CCO)cc1 (stereo not drawn)	-22	-1	-2	24	2.6	-11	-10	2.2	5.8	8
O=C(NCc1ccc2c(c1)OCO2)C(=S)N1CCOCC1	/	-2	2	-1.8	1.4	-4	0	-0.4	-2.3	4
Nc1c(Cl)cc(C2=NCCn3nc4cc(C(F)(F)F)ccc4c32)cc1Cl	2	-4	-6	-3.9	3.6	-14	2	-2.7	1.4	2
CCCc1[nH]nc2c1C(c1ccc(O)cc1OCC)C(C#N)=C(N)O2 (stereo not drawn)	27	-2	-1	-0.5	3.6	-9	7	-2.1	1.1	8
O=c1c(-c2ccccc2)coc2cc(O)ccc12	0	1	-7	-0.6	4.5	7	1	2.2	5.5	-13

Compound activity deposited in PubChem by several laboratories.
